MazEF act: activators of E. coli MazEF toxin-antitoxin RNase, primary screen, biochemical, fluorescence, uHTS; Endoribonuclease toxin MazF (Escherichia coli (strain K12)), P0AE70; 350,000 tested, 0.32% active; AID 504720, 2011; activation, % at 20 µM; FAM/BHQ RNA-DNA oligo cleavage fluorescence, 5 h; in the data active means activation above about 50%
Target sequence (P0AE70 whole entry, looked up): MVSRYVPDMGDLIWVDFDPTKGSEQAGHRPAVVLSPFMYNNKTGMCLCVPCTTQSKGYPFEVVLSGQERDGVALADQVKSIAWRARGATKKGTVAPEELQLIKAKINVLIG
PriA SSB inh: inhibitors of Klebsiella pneumoniae PriA binding to SSB C-terminal tail, primary screen, biochemical, AlphaScreen; PriA–SSB C-terminal tail interaction (Klebsiella pneumoniae); AlphaScreen SSBct-PriA binding, biotinylated peptide; 430,000 tested, 0.6% active; inhibition, % at 33 µM; AID 1272365, 2023; in the data active means inhibition mostly above about 37%, no sharp cut-off; inactive means mostly below about 20%;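 further: plate controls were negative control peptide for no effect and reference peptide for full effect; strong numbers were not always called active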
SARS 3CLpro inh: SARS-CoV 3CLpro protease inhibitors, primary screen, biochemical, quenched FRET. inhibition, % at 6 µM. Replicase polyprotein 1ab (Severe acute respiratory syndrome coronavirus), P0C6X7. 290,000 tested, 0.14% active. recombinant SARS-CoV 3CLpro, quenched FRET peptide cleavage; in the data active means inhibition above about 12%
Rv3671c protease: Rv3671c serine protease inhibitors, primary screen, biochemical, fluorescence polarization, M. tuberculosis H37Rv; P9WHR9; inhibition, % at 5.96 µM; 320,000 tested, 0.048% active; AID 2606, 2010; in the data active means inhibition above about 38%;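 further: extracellular domain of Rv3671c used as enzyme; 0% = enzyme with DMSO and 100% = no enzyme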
Target sequence (P9WHR9 whole entry, looked up, the tested form may be a part): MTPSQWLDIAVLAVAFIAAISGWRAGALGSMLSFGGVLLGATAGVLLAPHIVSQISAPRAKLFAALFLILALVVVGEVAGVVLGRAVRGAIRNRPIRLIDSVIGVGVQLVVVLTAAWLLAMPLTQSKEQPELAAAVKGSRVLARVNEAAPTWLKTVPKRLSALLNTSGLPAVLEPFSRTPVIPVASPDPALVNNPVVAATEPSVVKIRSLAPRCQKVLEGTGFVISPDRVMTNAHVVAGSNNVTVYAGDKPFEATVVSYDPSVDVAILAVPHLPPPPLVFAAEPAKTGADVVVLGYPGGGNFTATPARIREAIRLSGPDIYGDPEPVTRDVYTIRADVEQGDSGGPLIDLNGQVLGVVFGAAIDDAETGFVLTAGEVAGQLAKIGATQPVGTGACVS
BoNT F protease: BoNT/F light chain protease inhibitors, primary screen, biochemical, flow cytometry, MLPCN library; 360,000 tested, 0.22% active; inhibition, % at 10 µM; Botulinum neurotoxin type F light chain protease (Clostridium botulinum); AID 588497, 2011; Multiplex microsphere protease cleavage assay; in the data active means inhibition above about 35%, passing the limit was not always enough; inconclusive means no clear call, values can overlap the other calls; further: plate controls were buffer without enzyme for full effect and enzyme alone for no effect
CCHF vOTU inh: CCHFV vOTU protease inhibitors, primary screen, biochemical, Pep-AMC substrate, fluorescence. 370,000 tested, 0.55% active. Crimean-Congo hemorrhagic fever virus L polyprotein viral ovarian tumor (vOTU) protease …. inhibition, % at 11.5 µM; in the data active means inhibition above about 30%; further: 0% = vehicle wells with enzyme and 100% = no enzyme wells
VHR inh abs: VHR1 phosphatase inhibitors, primary screen, biochemical, absorbance, uHTS; 290,000 tested, 0.52% active; AID 1654, 2009; inhibition, % at 13.3 µM; recombinant VHR phosphatase, pNPP absorbance; Dual specificity protein phosphatase 3 (Homo sapiens), P51452; in the data active means inhibition above about 50%; further: some compounds called inactive have numbers as strong as hits
Target sequence (P51452 whole entry, looked up): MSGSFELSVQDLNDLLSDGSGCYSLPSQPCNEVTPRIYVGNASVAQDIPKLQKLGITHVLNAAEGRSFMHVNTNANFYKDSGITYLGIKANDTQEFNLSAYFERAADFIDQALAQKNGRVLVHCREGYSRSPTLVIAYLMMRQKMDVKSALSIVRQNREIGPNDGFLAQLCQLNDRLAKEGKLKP
PrPC surface inh: inhibitors of human cell surface prion protein PrPC, primary screen, cell-based, TR-FRET; 370,000 tested, 0.43% active; TR-FRET read-out; inhibition, % at 13.8 µM; Major prion protein (Homo sapiens), P04156; in the data active means inhibition above about 24%; further: 0% = median of the test wells and 100% = reference compound wells
BoNT-A LC inh2: BoNT/A light chain protease inhibitors, primary screen, biochemical, flow cytometry, MLPCN library. Botulinum neurotoxin type A light chain protease (Clostridium botulinum A str. ATCC 3502). inhibition, % at 10 µM. 360,000 tested, 0.17% active. multiplex microsphere protease substrate cleavage; further: plate controls were buffer without enzyme for full effect and enzyme alone for no effect
Anthrax LF prot: Bacillus anthracis LF protease inhibitors, primary screen, biochemical, multiplex microsphere, MLPCN library. multiplex microsphere protease cleavage assay. inhibition, % at 10 µM. 360,000 tested, 0.12% active. AID 588501, 2011; further: plate controls were buffer without enzyme for full effect and enzyme alone for no effect
Starred values were filed as active, the others as inactive; ? = inconclusive; / = not tested or not shown; & = joins results of further samples. Unless noted, no stated cut-off is given here; in the data, active means inhibition above about 30%; inconclusive means no clear call, values can overlap the other calls; inactive means below that. The list is partial; count on the stated rates, not on these rows.

#	compound	VHR inh abs	PrPC surface inh	PriA SSB inh	Anthrax LF prot	CCHF vOTU inh	MazEF act	SARS 3CLpro inh	BoNT-A LC inh2	BoNT F protease	Rv3671c protease
1	COc1ccc2c(c1)C1=NN(/C(C)=C/C(C)=O)C(c3cccc(F)c3)C1CC2 (centres undefined)	-8	0	-8	3	-1	2	-4	1.1	0	-14
2	Cc1cc(C)n(/C(=C/N(C)C)C(=O)c2ccccc2)n1	6	4	3	-6	22	6	7	0.3	0	-1
3	Fc1ccccc1-c1nc(NCCCN2CCOCC2)c2ccccc2n1	-3	-8	-4	0	-4	-6	3	-1.1	-10	-1
4	Nc1ncnc2sc3c(c12)CCNC3	34	1	-11	-10	-1	-2	-1	-2.3	-3	0
5	CCOC(=O)C(NC=O)(NC(C)(C)C)C(=O)OCC	-10	-4	-11	0	4	-1	0	0.9	?	-7
6	CCN(CC(=O)Nc1c(F)cccc1F)C(=O)c1ccc(N2CCCCC2)c([N+](=O)[O-])c1	10	-7	-4	2	6	3	2	2.0	3	-3
7	NCCCC[C@@H]1NC(=O)[C@H](CCC(=O)O)NC(=O)c2cc([N+](=O)[O-])cc(I)c2OCC[C@@H](C(N)=O)NC1=O	1	/	-4	2	/	3	-1	-0.3	-3	3
8	COc1ccc(NC(=O)CCCNC(=O)Cn2cnc3sc4c(c3c2=O)CCCC4)c(OC)c1	7	-10	-9	4	-3	-17	-2	1.0	12	-5
9	CC(C)(O)[C@@H]1[C@@H]2C[C@@]3(CC[C@]4(C)C(CCC5[C@@]6(C)CC[C@H](O)C(C)(C)C6CC[C@]54C)[C@@H]13)C(=O)O2 (some centres undefined)	/	/	-20	-2	/	-33	/	-0.4	-6	5
10	C[C@]12CCC3C(CC[C@H]4C[C@H](O)CC[C@]34C)C1C[C@@H](CCCCl)[C@@H]2O (some centres undefined)	/	5	/	-4	-1	/	/	0.3	-5	-6
11	CCN1CCN(Cc2cc(=O)oc3ccc(Cl)cc23)CC1	17	-13	-9	3	15	-5	9	1.6	0	-1
12	O=C(CCl)Nc1ccc(S(=O)(=O)NC2=NCCCCC2)cc1	/	0	-8	2	-15	7	/	0.3	-6	1
13	COc1ncc(C2=CC(=O)CC(C)(C)C2)cn1	/	-3	-20	1	0	-4	/	-0.3	6	-7
14	CCCCOc1ccc(C(=O)N/C(=C/C=C/c2ccccc2)C(=O)NCCCO)cc1	-8	-2	8	-1	7	4	0	-0.3	-5	-18
15	COc1cc(NC(=O)CSc2nc3[nH]c(=O)cc(O)c3s2)cc(OC)c1OC	/	4	-19	-4	7	-6	/	-1.3	-10	-4
16	COc1cc(NC(=O)c2ccc3c(c2)C(=O)N(CCC(C)C)C3=O)c(C(=O)O)cc1OC	26	1	-1	5	-9	7	-2	-2.9	-20	0
17	CN(C)S(=O)(=O)c1cccc(NC(=O)c2cccc(S(=O)(=O)N3CCc4ccccc43)c2)c1	/	5	-21	-2	-1	-3	/	3.6	5	-153
18	CCOC(=O)c1ccccc1C(=O)N1CCOCCOCCOCC1	-7	0	1	-1	5	7	-1	-0.4	1	4
19	Cc1cc2oc(=O)cc(CN3CCOCC3)c2c(C)c1Cl	23	4	-7	8	6	5	0	-1.7	28	/
20	Cc1ccc2c(c1)N(CC(=O)N1CCCC1)C(=O)c1cccnc1O2	-25	1	-11	-3	9	9	5	1.5	0	2
21	Cc1cccc(NC(=O)N2CCc3ccccc3C2)c1C	23	0	1	-2	18	-5	-3	0.8	-4	/
22	O=C(NC1CCCCC1)N1CCN(c2ccc(Cl)cc2)CC1	6	2	0	0	14	1	-6	-3.0	-2	-13
23	Cc1nn(C(C)C)c(C)c1[C@@H]1C[C@H]2CN(Cc3cccc(Cl)c3)C(=O)[C@]23CCCN13	16	-8	-2	3	-6	-4	4	-0.8	6	-2
24	CC(C)(C)c1nnc(NC(=O)c2cccnc2)s1	35	6	3	1	2	-2	0	0.7	-1	9

In another format: 12 of the compounds above
Order of results – VHR inh abs	PrPC surface inh	PriA SSB inh	Anthrax LF prot	CCHF vOTU inh	MazEF act	SARS 3CLpro inh	BoNT-A LC inh2	BoNT F protease	Rv3671c protease
#10 C[C@]12CCC3C(CC[C@H]4C[C@H](O)CC[C@]34C)C1C[C@@H](CCCCl)[C@@H]2O (some centres undefined)
  /	5	/	-4	-1	/	/	0.3	-5	-6
#11 CCN1CCN(Cc2cc(=O)oc3ccc(Cl)cc23)CC1
  17	-13	-9	3	15	-5	9	1.6	0	-1
#12 O=C(CCl)Nc1ccc(S(=O)(=O)NC2=NCCCCC2)cc1
  /	0	-8	2	-15	7	/	0.3	-6	1
#13 COc1ncc(C2=CC(=O)CC(C)(C)C2)cn1
  /	-3	-20	1	0	-4	/	-0.3	6	-7
#14 CCCCOc1ccc(C(=O)N/C(=C/C=C/c2ccccc2)C(=O)NCCCO)cc1
  -8	-2	8	-1	7	4	0	-0.3	-5	-18
#15 COc1cc(NC(=O)CSc2nc3[nH]c(=O)cc(O)c3s2)cc(OC)c1OC
  /	4	-19	-4	7	-6	/	-1.3	-10	-4
#16 COc1cc(NC(=O)c2ccc3c(c2)C(=O)N(CCC(C)C)C3=O)c(C(=O)O)cc1OC
  26	1	-1	5	-9	7	-2	-2.9	-20	0
#17 CN(C)S(=O)(=O)c1cccc(NC(=O)c2cccc(S(=O)(=O)N3CCc4ccccc43)c2)c1
  /	5	-21	-2	-1	-3	/	3.6	5	-153
#18 CCOC(=O)c1ccccc1C(=O)N1CCOCCOCCOCC1
  -7	0	1	-1	5	7	-1	-0.4	1	4
#19 Cc1cc2oc(=O)cc(CN3CCOCC3)c2c(C)c1Cl
  23	4	-7	8	6	5	0	-1.7	28	/
#20 Cc1ccc2c(c1)N(CC(=O)N1CCCC1)C(=O)c1cccnc1O2
  -25	1	-11	-3	9	9	5	1.5	0	2
#21 Cc1cccc(NC(=O)N2CCc3ccccc3C2)c1C
  23	0	1	-2	18	-5	-3	0.8	-4	/

Next records:
#	compound	VHR inh abs	PrPC surface inh	PriA SSB inh	Anthrax LF prot	CCHF vOTU inh	MazEF act	SARS 3CLpro inh	BoNT-A LC inh2	BoNT F protease	Rv3671c protease
25	Cc1ccc(NC(=O)CCC(=O)c2cccs2)c(O)c1	26	2	7	-5	-11	1	0	-0.8	2	3
26	O=C(O)/C=C/C(=O)Nc1ccc2c(c1)NC(=O)CO2	22	-9	-15	-3	-11	-2	0	-2.8	-13	2
27	Cn1nnnc1SCC(=O)Nc1cc(C(F)(F)F)ccc1N1CCOCC1	18	-2	0	0	-1	5	2	0.4	-2	-5
28	COc1ccc(C(=O)NC(C(=O)OCC(=O)Nc2sccc2C(N)=O)C(C)C)cc1 (centres undefined)	/	3	-15	8	-1	-12	/	2.4	6	-7
29	CCC(=O)NC1=C(NC(C)c2ccccc2)C(=O)c2ccccc2C1=O (centres undefined)	12	-48	-3	2	12	-2	0	0.1	-9	1
30	CS(=O)(=O)N(CC(=O)N1CCCC1)Cc1ccc(F)cc1	-1	4	-8	0	-10	3	3	-4.5	-10	-8
31	CN1CCN(C(=O)CCN2C(=O)/C(=C\c3ccc(Cl)cc3)SC2=S)CC1	13	/	-5	0	/	5	-2	0.4	4	-19
32	Cc1ccc(-c2cn(-c3ccccc3)c3[n+]2CCCS3)cc1	22&-11	9&14	-10	-5&0	-2&4	-3&6	2&2	-0.7&0.2	9&-1	-4&-6
33	CCOC(=O)C1CCN(c2ncnc3c2cnn3-c2ccc(OC)cc2)CC1	16	4	-8	?	1	-6	-5	?	-5	-3
34	Cc1cc(/C=C(\C#N)C(N)=O)c(C)n1-c1ccc(N2CCOCC2)c([N+](=O)[O-])c1	-6	1	5	-6	-22	2	2	-1.1	-14	-6
35	CCCCC(=O)N(C)c1c(CC)nc2c(OCC(=O)c3ccc(F)cc3)cccn12	/	-4	/	-4	-15	/	/	-0.4	3	/
36	O=C(NNC(=O)c1n[nH]c2ccccc12)c1ccccc1	/	-10	9	-3	4	-13	/	-1.6	-13	/
37	O=C(COC(=O)/C=C/c1ccccc1)Nc1ccc2c(c1)OCCO2	/	-1	-2	-6	-4	8	/	-0.5	0	-1
38	Nc1nc(SCC(=O)NCCN2CCOCC2)nc2sc3c(c12)CCC3	8	-3	4	0	-11	3	-2	-0.4	-4	5
39	COC(=O)c1ccc(CSCC(=O)Nc2ccccc2)cc1	8	3	-6	-1	4	2	6	-0.5	2	-9
40	CCN(CC)C(=O)C1=C(C)N(CCCN2CCCC2=O)C(=O)C(CC(=O)NC2CC2)C1 (centres undefined)	/	-1	/	-1	-1	3	/	-0.2	2	/
41	COc1ccc(NS(=O)(=O)c2cc(NC(=O)c3cccs3)ccc2N2CCCC2)cc1	5	2	-1	-1	10	-2	3	0.2	14	-25
42	CCC1Oc2ccccc2N(CC(=O)NCc2ccco2)C1=O (centres undefined)	-5	5	-6	-3	0	12	9	-0.2	-5	6
43	COc1ccc(/C=N/NC(N)=S)cc1OC(=O)c1ccccc1	10	-11	/	-11	8	5	3	0.4	2	5
44	CC(=O)Nc1ccc(S(=O)(=O)N2CCN(CCCOc3ccccc3Cl)CC2)cc1	20	-6	0	-2	0	-6	-2	-0.2	-4	-6
45	O=C(C1=C[C@@H](c2ccccc2)C[C@@H](OCc2ccc(CO)cc2)O1)N1CCOCC1	25	-1	-16	3	0	7	2	0.4	1	-3
46	CONc1nc(NC(C)(C)C)nc(OCC#N)n1	5	0	-7	0	1	1	2	0.6	-6	-7
47	CCCCC12CN3CC(C)(CN(C1)C31C(=O)N(C)c3ccc(C)cc31)C2=O (centres undefined)	-8	0	-17	3	-5	-4	1	0.3	-3	-2
48	CCOC(=O)N1CCN(C(=O)COc2ccc(Br)cc2)CC1	0	-1	8	-10	-8	3	0	-0.6	-2	-4
49	COc1ccc(-c2oc(NC(C)=O)c(C#N)c2-c2ccc(OC)cc2)cc1	41	7	6	-1	3	1	4	1.1	28	9
50	Cc1ccc(Cl)cc1-c1cc(C(=O)NCc2ccco2)[nH]n1	/	11	/	-2	16	/	/	-0.4	-8	/
51	COc1cccc(/C=N/n2c(C3CCCCC3)n[nH]c2=S)c1OC	16	1	/	-8	-5	2	0	1.4	4	1
52	CCOc1cccc(-c2nn(-c3ccccc3)cc2/C=C(/C#N)C(=O)NCCCn2ccnc2)c1	0	-1	30	-1	-1	-11	1	-1.1	-17	2
53	CC(NC(=O)c1ccc(Cn2cc([N+](=O)[O-])cn2)cc1)c1ccccc1 (centres undefined)	0	-4	3	-1	-10	1	4	-0.4	0	-15
